Compound activity as filed in PubChem BioAssay.
VEEV TC-83 Vero: inhibitors of VEEV TC-83 cytopathic effect, confirmation, Vero cells (AID 588727); 350,000 tested, 0.13% active; Vero cells, VEEV TC-83 cytopathic effect inhibition; higher % means a stronger effect; one-dose inhibition, % at 20 µM; IC50 in µM for titrated hits; in the data active means a potency from the dose series; inconclusive means inhibition mostly from about 14% at the one dose, without a potency; inactive means the rest, 99 in 100 with inhibition below about 12%; further: strong numbers were not always called active
tuberculosis growth: growth inhibition of non-replicating M. tuberculosis (AID 488890); Mycobacterium tuberculosis non-replicating, growth inhibition; higher % means a stronger effect; one-dose inhibition, % at 25 µM; IC50 in µM for titrated hits; 320,000 tested, 0.39% active; in the data active means a potency from the dose series; inconclusive means inhibition mostly from about 82% at the one dose, without a potency; inactive means the rest, 99 in 100 with inhibition below about 76%;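 further: plate controls were DMSO cells for no effect and high antibiotic wells for full effect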
Salmonella PhoP GFP: PhoP regulon inhibitors, Salmonella typhi PhoP promoter GFP reporter, confirmatory (AID 1850); 310,000 tested, 0.33% active; Salmonella Typhi PhoP-promoter GFP reporter, fluorescence, 4 h; higher % means a stronger effect; inhibition, % at 50 µM, or IC50 in µM where a hit was titrated; in the data active means a potency from the dose series; inconclusive means inhibition mostly from about 25% at the one dose, without a potency; inactive means the rest, 99 in 100 with inhibition below about 19%;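 further: 0% = induced wells with vehicle and 100% = uninduced wells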
M. tuberculosis HTS: M. tuberculosis growth inhibition, HTS (AID 449762). inhibition, % at 25 µM; hits with a dose series show IC50 in µM. 330,000 tested, 0.59% active. M. tuberculosis H37Rv growth inhibition, 7H9 media; higher % means a stronger effect; in the data active means a potency from the dose series; inconclusive means inhibition above about 70% without an active follow-up result;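 further: bacterial growth assessed after seven days of incubation; strong numbers were not always called active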
influenza NS1A: H1N1 influenza NS1A inhibitors, functional cell based assay (AID 504329). NS1A functional cell-based assay, percent inhibition; higher % means a stronger effect. one-dose inhibition, % at 12.5 µM; IC50 in µM for titrated hits. 340,000 tested, 0.3% active; in the data active means a potency from the dose series; inconclusive means inhibition above about 27% without an active follow-up result; further: strong numbers were not always called active
VEEV TC-83 Vero 10K pilot screen: second read-out of VEEV TC-83 Vero, no call of its own (marks repeat the call); inhibition, %; measured here: 10K pilot screen inhibition
An asterisk follows results filed as active; i = inactive; ? = inconclusive; · = not tested or not shown. No enrichment for hits, and some 1.4% of all compounds hit somewhere here.

SMILES	VEEV TC-83 Vero	tuberculosis growth	Salmonella PhoP GFP	M. tuberculosis HTS	influenza NS1A	others
COc1cc(CN2CC(=O)N(c3ccccc3Cl)C2=S)cc(OC)c1OC	7.8%	17%	4%	4%	-3%
CNC(=O)c1[nH]cnc1C(=O)N[C@@H](CC(C)C)C(=O)OC(C)(C)C	0.2%	30%	7%	0%	-13%
O=C(COC(=O)CNC(=O)c1ccccc1F)Nc1cccnc1Cl	0.3%	-5%	5%	5%	4%
O=C(CNC(=O)C1CCCCC1)OCc1cc(=O)oc2ccc3ccccc3c12	0.3%	13%	-5%	2%	-3%
Cn1nc(C(=O)NCC2CCCO2)c2ccccc2c1=O (stereo not drawn)	1.8%	8%	-6%	-11%	-2%
CCOc1ccc(C(=O)NC2CCN(CC(=O)NCc3ccccc3)CC2)cc1	2.8%	-8%	-4%	4%	4%
CC(C)(C)C1CCC(OC(=O)c2ccncc2)CC1 (stereo not drawn)	0.6%	38%	0%	-3%	1%
COc1ccc(Cl)cc1N(CC(=O)Nc1ccccc1C(=O)N1CCOCC1)S(C)(=O)=O	1.3%	-9%	-3%	-13%	-5%
COc1ccc(C(=O)NCc2nnc(SCC(=O)Nc3nc4ccc(C)cc4s3)o2)cc1OC	0.1%	-15%	-6%	7%	0%
CCOC(=O)CCCSc1nnc(CCCCCN2C(=O)c3cccc4cccc(c34)C2=O)o1	8.3%	?	-3%	?	-2%
Cc1cc2c(C)nc(N/N=C/c3ccccc3)nc2o1	0.6%	7%	-20%	-8%	13%
O=C(CCl)Nc1ccccc1Sc1ccc(Cl)cc1	i	?	-10%	?	-2%
Cc1ccc(N(C(C)C(=O)Nc2cccc(N(C)S(C)(=O)=O)c2)S(C)(=O)=O)cc1 (stereo not drawn)	7.8%	-2%	-8%	2%	-2%
Cc1ccc(-c2nc(CS(=O)CC(=O)NC3CC3)c(C)o2)cc1 (stereo not drawn)	0.3%	16%	5%	1%	7%
CN(C)S(=O)(=O)c1ccc(C(=O)Nc2nc(-c3ccccc3)c(C(=O)c3ccccc3)s2)cc1	i	1%	11%	5%	7%
COc1cc(NC(=O)Cn2cnc(S(=O)(=O)N3CCCCC3)c2)cc(OC)c1OC	1.2%	-13%	3%	0%	5%
CCCn1c(NC(=O)c2ccco2)nc2ccccc21	1.2%	?	2%	?	-13%
NNC(=O)Cn1c(-c2ccccc2)cc2ccccc21	0.2%	16%	7%	-3%	-6%
CN(C)c1nc(N(C)C)nc(N(C#N)CCOc2ccccc2)n1	0.9%	16%	-2%	69%	-1%
c1ccc2cc(C3CCCCC3)ncc2c1	1.1%	15%	·	1%	-6%	VEEV TC-83 Vero 10K pilot screen=0.8

As a working copy, part of the list above:
SMILES	VEEV TC-83 Vero	tuberculosis growth	Salmonella PhoP GFP	M. tuberculosis HTS	influenza NS1A	others
COc1cc(NC(=O)Cn2cnc(S(=O)(=O)N3CCCCC3)c2)cc(OC)c1OC	1.2%	-13%	3%	0%	5%
CCCn1c(NC(=O)c2ccco2)nc2ccccc21	1.2%	?	2%	?	-13%
NNC(=O)Cn1c(-c2ccccc2)cc2ccccc21	0.2%	16%	7%	-3%	-6%
CN(C)c1nc(N(C)C)nc(N(C#N)CCOc2ccccc2)n1	0.9%	16%	-2%	69%	-1%
c1ccc2cc(C3CCCCC3)ncc2c1	1.1%	15%	·	1%	-6%	VEEV TC-83 Vero 10K pilot screen=0.8

The list continues:
SMILES	VEEV TC-83 Vero	tuberculosis growth	Salmonella PhoP GFP	M. tuberculosis HTS	influenza NS1A	others
COc1ccc(NC(=O)[C@@H](NC(N)=O)C(C)C)cc1Cl	1.8%	-2%	7%	-5%	-1%
Cn1c(CCNC(=O)c2ccccc2)nc2cc(NC(=O)C3CCCCC3)ccc21	2.0%	-11%	-2%	-5%	-10%
CCOC(=O)N1CCN(S(=O)(=O)c2cc(Br)cc3c2N(C(=O)C2CC2)CC3)CC1	2.9%	4%	2%	-9%	-8%
COc1ccccc1/C=C/C(=O)OCC(=O)NC1CCS(=O)(=O)C1 (stereo not drawn)	0.9%	-3%	·	-4%	-3%
CCn1cc(C(=O)OCc2cccc(Br)c2)c(=O)c2ccc(C)nc21	3.1%	15%	4%	-13%	-2%
CC(C)(C)C(=O)N1CCN(C(=O)c2ccco2)CC1	1.6%	-13%	8%	12%	8%
Cc1ccc(C)c(S(=O)(=O)N2CCN(c3ncnc4sccc34)CC2)c1	2.7%	38%	·	11%	-3%
CCOc1ncccc1C(=O)OCC(=O)Nc1ccc2c(c1)CCC2	i	19%	·	-1%	-16%
Cc1ccc(NC(=O)C2=CN3CCS(=O)(=O)N=C3C=C2)cc1	1.2%	-2%	·	1%	-13%
N=c1n(CCO)c2ccccc2n1CCOc1ccccc1	i	9%	-1%	5%	-1%
O=C(CCCN1C(=O)/C(=C/c2ccccc2Cl)SC1=S)Nc1ccccn1	8.5%	?	-11%	60%	9%
COc1ccc(NC(=O)Cn2nc([N+](=O)[O-])c(Cl)c2C)cc1OC	1.4%	-3%	20%	9%	-10%
COc1ccccc1NC(=O)COC(=O)/C=C/c1ccc2c(c1)OCO2	1.1%	41%	-5%	?	-4%
Cc1cccc(N2C(=O)CC(N3CCOCC3)C2=O)c1 (stereo not drawn)	0.5%	5%	3%	-10%	-6%
COc1ccc(-c2nc(C3CCCCC3)no2)cc1OC	i	48%	1%	?	3%
O=C(CCNS(=O)(=O)c1ccccc1C(F)(F)F)NCc1ccc2c(c1)OCO2	i	0%	1%	-12%	-6%
CCCCCC(=O)NNC(=O)c1ccc(F)cc1	1.2%	-14%	-4%	-6%	-5%
CC(C)C(=O)Nc1cc(C(F)(F)F)ccc1N1CCOCC1	i	-1%	-10%	9%	-4%
CC(=O)c1ccc(N2CCN(C(=O)Cn3c(=S)[nH]c4ncccc4c3=O)CC2)cc1	·	-7%	3%	0%	·
COC(=O)C1C/C(=N\NS(=O)(=O)c2ccc(C)cc2)c2ccccc2C1 (stereo not drawn)	5.8%	5%	0%	2%	-1%

Next section, overlapping the part above by two compounds.
SMILES	VEEV TC-83 Vero	tuberculosis growth	Salmonella PhoP GFP	M. tuberculosis HTS	influenza NS1A	others
CC(=O)c1ccc(N2CCN(C(=O)Cn3c(=S)[nH]c4ncccc4c3=O)CC2)cc1	·	-7%	3%	0%	·
COC(=O)C1C/C(=N\NS(=O)(=O)c2ccc(C)cc2)c2ccccc2C1 (stereo not drawn)	5.8%	5%	0%	2%	-1%
COc1ccc(N(CC(=O)NCc2ccco2)S(C)(=O)=O)cc1	0.1%	-5%	-11%	-2%	2%
COc1ccc(CNC(=O)C2CCCN2S(=O)(=O)c2ccc(F)cc2)cc1 (stereo not drawn)	0.4%	5%	1%	0%	-1%
O=C(CNC(=O)c1ccccc1)Nc1ccsc1C(=O)O	0.1%	-1%	1%	0%	-19%
O=C(COC(=O)c1ccc2c(c1)OCO2)Nc1ncc(Cl)cc1Cl	0.5%	31%	-9%	-8%	-4%
COc1cccc(Nc2nc(N)nc(C(F)(F)F)n2)c1	1.6%	-8%	8%	-9%	-4%
O=C(Cn1ccc2cc(S(=O)(=O)N3CCCC3)ccc21)NCCc1ccccc1	0.6%	13%	-14%	-7%	7%
CC(=O)N1CCN(c2ccc(NC(=O)c3ccc(C)cc3)cc2)CC1	5.5%	-7%	1%	-2%	-4%
CC(C)(C)c1ccc(C(=O)O)c(C(=O)c2ccc(C(=O)O)cc2)c1	0.4%	-2%	1%	5%	1%
CCS(=O)(=O)N1N=C(c2cccs2)CC1c1cc2cc(C)ccc2nc1Cl (stereo not drawn)	1.5%	12%	-10%	10%	2%
O=C(O)Cc1ccc(-c2ccccc2)cc1	0.7%	5%	-1%	-4%	-1%
CCc1noc(C)c1C(=O)NC1CC(C)(C)Cc2c1cnn2-c1ccccc1 (stereo not drawn)	i	11%	3%	11%	4%
Cc1nn(CCO)c2ncc(C(=O)c3cc(Cl)ccc3O)cc12	3.4%	3%	1%	-4%	-5%
O=[N+]([O-])c1ccc(/C=N\N2CCN(c3ccc(Cl)cc3)CC2)cc1	0.8%	6%	4%	-2%	4%
CCOC(=O)C1=C(C)N=C2SC(C)C(=O)N2C1c1ccc(OC(C)=O)c(OCC)c1 (stereo not drawn)	·	2%	-6%	-3%	·
CCN(c1ccccc1)S(=O)(=O)c1ccc(OCC(=O)Nc2cc(C)on2)cc1	1.0%	30%	1%	2%	-12%
CCn1c(SCC(=O)Nc2cccc(OC)c2)nc2c(c1=O)SCC2	9.6%	13%	-6%	-3%	-11%
COc1ccccc1N1CCN(C(=O)CSc2nc3ccccc3[nH]2)CC1	6.3%	3%	-1%	-2%	1%
CCOC(=O)[C@]1(C#N)[C@@H]2C=CC(C(C)=O)=CN2[C@@H](C(N)=O)[C@@H]1c1ccsc1	1.1%	-7%	-12%	-7%	-3%
COc1ccc(C(=O)NC2CCCN(Cc3ccc(Cl)cc3)C2)c(OC)c1 (stereo not drawn)	0.8%	37%	7%	?	-19%
CC(C)c1ccc(NCCC(=O)c2cccs2)cc1	5.0%	?	-1%	?	-5%
CCOc1ccc(Cl)cc1/C=N/O	0.1%	14%	24%	1%	-7%
Cc1ccc(OCc2nnc(-c3ccc(Cl)cc3)o2)cc1	i	56%	8%	-2%	-13%
O=Cc1cn(-c2ccccc2)nc1-c1ccccn1	1.4%	-6%	4%	-10%	7%
Cc1ccc2c(c1)CC1(CN2C)C(=O)NC(=O)N(C(C)C)C1=O (stereo not drawn)	8.7%	-4%	-2%	5%	-4%
COc1ccccc1CC(=O)NNC(=O)CN(C)S(=O)(=O)c1ccc(Cl)cc1	0.1%	8%	-10%	-2%	-3%
Cc1cc(F)ccc1S(=O)(=O)Nc1ncnc2sccc12	0.6%	21%	3%	-5%	-4%
CSc1nnc(-c2sccc2OCc2ccc(C)cc2)n1C	0.8%	27%	-9%	-3%	-6%
COc1ccc(Cn2c(=S)[nH]c3cc(C(=O)N4CCN(c5ccccc5)CC4)ccc3c2=O)cc1	2.0%	0%	-2%	-3%	-3%
O=C(c1cc2n(n1)C(C(F)(F)F)CC(c1ccco1)N2)N1CCN(c2ccccn2)CC1 (stereo not drawn)	4.3%	·	3%	52%	-1%
COc1ccc(C(CNC(=O)c2cncc(Br)c2)N(C)C)cc1 (stereo not drawn)	i	-10%	5%	4%	2%
CCN(c1ccccc1)S(=O)(=O)c1ccc(Cl)c(NC(=O)COC(=O)c2cc(O)c3ccccc3c2O)c1	·	21%	16%	-5%	·
CN1C(=O)/C(=C/c2ccc(Cl)s2)C(=O)NC1=S	?	34%	-1%	3%	18%
COc1ccc(/C=C/C(=O)OCC(=O)NC2CCCCCCC2)cc1	5.3%	?	·	?	-3%
O=C(Nc1cnccn1)Nc1ccccc1F	1.1%	-8%	-10%	-2%	-11%
O=[N+]([O-])c1ccc(NC(=S)N2CCOCC2)cc1	2.3%	2%	-5%	-9%	-13%
COc1ccccc1CC1CC(=O)N(c2ccccc2)C1=O (stereo not drawn)	0.4%	-15%	3%	1%	20%
Cc1ccc(C)c(-n2cc(CNCCCn3cccn3)c(-c3ccccc3)n2)c1	i	36%	-5%	-4%	-28%
CC(c1ccc(F)cc1)n1c(Cn2ncc3ccccc3c2=O)n[nH]c1=S (stereo not drawn)	1.0%	1%	-4%	-2%	-5%
c1ccc(-c2nnc(CN3CCN(C(c4ccccc4)c4ccccc4)CC3)o2)cc1	i	-6%	5%	-9%	-10%	VEEV TC-83 Vero 10K pilot screen=0.1
Cc1cccc(N2CCN(C(=S)c3ccc4c(c3)OCO4)CC2)c1	3.9%	·	·	·	1%
C=CCn1c(NCc2ccco2)nc2ccccc21	1.4%	21%	-2%	-4%	-3%
COc1ccc(OC)c(-c2csc(NC(=O)Cc3ccc(OC)c(OC)c3)n2)c1	2.6%	22%	5%	3%	3%
CCOc1ccc(C(c2nnnn2C(C)(C)C)N2CCN(C(=O)c3ccco3)CC2)cc1 (stereo not drawn)	i	5%	9%	3%	3%
Cc1ccsc1C(=O)OCC(=O)N1CCN(c2ccccc2)CC1	0.2%	58%	·	24%	4%
CCc1nccn1CCC(=O)N1CCCC(N2CCN(c3ccccc3C)CC2)C1 (stereo not drawn)	0.7%	8%	-2%	7%	6%
c1ccc2c(c1)[nH]c1nc(SCCN3CCOCC3)nnc12	3.0%	-17%	11%	-12%	6%
O=C(NCCc1c[nH]c2ccccc12)OCCCCOC(=O)NCCc1c[nH]c2ccccc12	6.8%	20%	6%	5%	-2%
